Bioassay records deposited in PubChem BioAssay by several laboratories.
MEKK2 WT-MEK5: raises or lowers MEK5 binding to wildtype human MEKK2 PB1 domain. binding response (% of control), % at 10 µM. bead flow cytometry, Alexa488-MEK5 binding to MEKK2 WT; actives lie on both sides. hit rate 1.1% among 290,000; in the data active = binding response below about 67% or above about 130%
MEKK2mut PB1 HTS: signal of MEK5 binding to mutant human MEKK2 PB1 domain; AID 1530; hit rate 0.35% among 290,000; bead flow cytometry, Alexa488-MEK5 binding to MEKK2 mutant; percent response, % at 10 µM; in the data active = percent response above about 24%, passing the limit was not always enough; note: inactives centre near 1; some results filed as inactive read as strong as hits; reference of the scale not given here
MEKK3 PB1 HTS: modulators (inhibitors or enhancers) of MEK5 binding to human MEKK3 PB1 domain; Q99759; bead-based flow cytometry, Alexa488-MEK5 binding to MEKK3; actives lie on both sides; 0 = blocked by unlabeled MEK5, 100 = vehicle; binding response (% of control), % at 10 µM; hit rate 1.4% among 290,000; AID 1529;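 active = binding response more than 3 SD above or below the average of its plate-row segment, actives on both sides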;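 note: Alexa488 bead fluorescence after subtracting the streptavidin-only scavenger bead signal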
PHOSPHO1 inh: PHOSPHO1 (human) inhibition | Q8TCT1 | inhibition, % at 13.3 µM | hit rate 1.1% among 290,000 | recombinant PHOSPHO1, absorbance phosphatase assay | AID 1565; in the data active = inhibition above about 60%
Target sequence (Q8TCT1 whole entry, looked up): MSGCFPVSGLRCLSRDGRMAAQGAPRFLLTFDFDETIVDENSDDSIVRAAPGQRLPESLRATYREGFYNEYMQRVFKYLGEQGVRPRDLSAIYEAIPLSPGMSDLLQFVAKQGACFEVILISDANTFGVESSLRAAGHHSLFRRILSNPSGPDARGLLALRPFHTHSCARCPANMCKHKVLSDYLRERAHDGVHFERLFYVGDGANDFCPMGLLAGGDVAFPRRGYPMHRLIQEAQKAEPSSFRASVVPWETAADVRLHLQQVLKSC
OXTR agonist: human OXTR agonism; P30559; CHO-OTR cells, Fluo-8 calcium fluorescence; normalized: DMSO 0%, oxytocin 100%; activation, % at 3 µM; hit rate 0.32% among 320,000; AID 2435;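 active = activation above the mean of all tested compounds plus 3 SD, cutoff set per screening run, cut at about 20% in these data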;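 note: peak over basal fluorescence ratio from a 100 s FLIPR kinetic read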
V1aR counter: counter-screen for oxytocin receptor agonists: human V1a receptor agonists; activation, % at 3 µM; hit rate 0.25% among 320,000; P37288; AID 2797; CHO-V1R cells, Fluo-8 calcium fluorescence, agonist mode; 0% DMSO, 100% 3 nM vasopressin;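 active = activation above the mean activation of all tested compounds plus 3 SD, per screening run, cut at about 20% in these data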;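 note: signal is peak over basal fluorescence ratio across a 100 second FLIPR read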
Target sequence (P37288 whole entry, looked up): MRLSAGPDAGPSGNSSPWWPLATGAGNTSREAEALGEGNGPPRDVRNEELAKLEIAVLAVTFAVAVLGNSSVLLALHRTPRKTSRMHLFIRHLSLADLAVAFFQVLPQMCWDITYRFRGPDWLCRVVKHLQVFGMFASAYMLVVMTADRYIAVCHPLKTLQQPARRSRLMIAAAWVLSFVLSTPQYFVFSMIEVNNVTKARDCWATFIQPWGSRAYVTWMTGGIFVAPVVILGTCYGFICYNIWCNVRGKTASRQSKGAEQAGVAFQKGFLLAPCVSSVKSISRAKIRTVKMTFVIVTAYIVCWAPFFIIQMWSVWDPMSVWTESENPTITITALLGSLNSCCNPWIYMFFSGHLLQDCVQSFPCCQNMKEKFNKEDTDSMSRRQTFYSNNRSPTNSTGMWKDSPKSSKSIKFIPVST
GalR3 antagonist: human GalR3 antagonism; O60755; HEK293 GalR3-CNG cAMP membrane potential fluorescence; galR3 body fused to GalR1 C-terminus; inhibition, % at 3 µM; hit rate 0.44% among 360,000;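 active = inhibition above the screen-wide average plus 3 SD, cut at about 13% in these data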;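 note: forskolin and galanin both at EC90 stimulate the cells; cAMP rise reported by CNG channel membrane potential dye signal; 0% = forskolin plus galanin with DMSO and 100% = forskolin alone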
NALP1 inh: NALP1 inhibition; S. cerevisiae NALP1/ASC/caspase-1 growth, X-gal OD620, 72 h; inhibition, % at 10 µM; hit rate 0.61% among 280,000; in the data active = inhibition mostly above about 24%, no sharp cut-off; inactive = mostly below about 32%; note: some compounds called inactive have numbers as strong as hits
GPR7 antag: human neuropeptides B/W receptor 1 antagonism; hit rate 1.1% among 290,000; GPR7-expressing cells, fluorescence antagonist assay; P48145; inhibition, % at 4.4 µM; in the data active = inhibition above about 16%, passing the limit was not always enough;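 note: cells stimulated with the agonist NPW; 0% = agonist with vehicle and 100% = vehicle without agonist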
* = called active by the depositor; . = not tested or not shown. Compounds were not picked by outcome (roughly 5.4% active in at least one column).

item	structure	MEKK2 WT-MEK5	MEKK2mut PB1 HTS	MEKK3 PB1 HTS	PHOSPHO1 inh	OXTR agonist	V1aR counter	GalR3 antagonist	NALP1 inh	GPR7 antag
1	COc1ccc(Br)cc1C1N2CC3(C)CN1CC(C)(C2)C3=O (configuration not stated)	104	2	110	7	-0.2	-0.3	-3	23	2
2	Cc1ccc(/C=C2\CCC3=C2OC(N)=C(C#N)C3c2ccc(C)cc2)cc1 (configuration not stated)	101	108*	118	25	23*	43*	.	4	2
3	CCOc1ccc(-n2nnc3c(=O)n(C/C=C/c4ccccc4)cnc32)cc1	102	2	100	-6	-1.0	0.5	.	24	-5
4	CC(C)(C)C1CCc2c(sc(N)c2C(N)=O)C1 (configuration not stated)	94	0	100	83*	2.2	2.9	.	12	-5
5	CC1(C)CC(=O)C2=C(C1)NC(=O)CC2c1cccc(F)c1 (configuration not stated)	98	3	98	15	0.1	0.5	-3	16	-13
6	CC(=O)OC[C@H]1O[C@@H](Sc2cccc3cccnc23)[C@H](OC(C)=O)[C@@H](OC(C)=O)[C@@H]1OC(C)=O	92	-2	89	5	-0.3	-0.2	-10	27	-18
7	CCn1c(C)c(C(C)=O)c(N2CCN(c3ccccn3)CC2)nc1=S	93	2	96	-74	-0.8	-0.8	0	-1	-9
8	Cc1ccc(S(=O)(=O)NCC(=O)N/N=C/c2ccc(Cl)cc2Cl)cc1	100	1	99	-5	-2.6	-0.8	0	23	-6
9	O=C(O)c1ccccc1C(=O)c1cccs1	100	-4	97	-16	0.9	1.1	-5	14	-9
10	CC(C)COc1ccc(C(=O)NC(=S)Nc2ccc(CN3CCOCC3)cc2)cc1	102	-1	91	-15	1.0	0.9	-2	28	-6
11	CC(=O)OCC(=O)NCc1ccc2c(c1)OCO2	99	8	96	6	-0.4	1.1	-4	16	-10
12	CCOc1ccc(NC2=NCC(=O)N2Cc2cccs2)cc1	103	0	104	45	-0.7	1.0	-5	16	8
13	COc1ccc(C(=O)c2c[nH]c(C(=O)NCCCn3ccnc3)c2)cc1	102	-1	107	-103	0.4	-0.4	-4	-2	-1
14	COc1ccc(N(CC(=O)NC2CCCCC2)C(=O)CCC(=O)Nc2nc(C)cs2)cc1OC	99	-2	99	15	1.4	0.0	-2	2	6
15	C=CCNc1nc(N)c([N+](=O)[O-])c(NC2CCCCC2)n1	100	3	100	6	-0.8	-0.7	-6	13	-37
16	N#Cc1c(SCC(=O)Nc2cccc(C(F)(F)F)c2)sc2c(O)cc(=O)[nH]c12	97	-2	101	-2	0.2	0.7	1	15	7
17	COc1cccc(C2C(C(=O)c3cc4ccccc4o3)=C(O)C(=O)N2CCN(C)C)c1OC (configuration not stated)	102	2	102	.	-0.4	-0.9	-4	.	4
18	CCOC(=O)c1ccc(NC(=O)C23CCC(C)(C(=O)O2)C3(C)C)cc1 (configuration not stated)	102	2	92	-3	0.1	15	-5	24	-12
19	CCOC(=O)CC1=CC(=O)Nc2ccccc2N1	107	9	104	-18	0.3	0.7	-2	28	-3
20	COc1ccc(CCNC2CC(=O)N(C)C2=O)cc1OC (configuration not stated)	115	6	110	1	1.5	4.8	-5	-13	-1
21	COCC(=O)NC1CC2CCC(C1)N2C(=S)Nc1ccccc1C(=O)OC (configuration not stated)	99	-42	96	0	-1.8	0.8	-3	-10	7
22	COc1ccc(NC2CCCN(C(=O)CN3CCOC3=O)C2)cc1OC (configuration not stated)	94	-1	95	13	1.2	0.7	-8	11	-19
23	Cc1ccc(CNC(=O)CN(C(=O)C2(C)CC(=O)N=C3C=CC=CN32)c2ccccc2)cc1 (configuration not stated)	99	1	103	39	0.4	0.0	-1	2	-14
24	Cc1ccc(N2CCN(CCc3nc4cc(NS(C)(=O)=O)ccc4n3C)CC2)cc1	106	1	101	28	-0.4	-0.6	-9	-1	-12
25	CCCn1c(SC(C(=O)Nc2cc(C)ccc2OC)c2ccccc2)nc2ccccc2c1=O (configuration not stated)	98	-1	95	2	-1.0	-1.6	-6	18	2
26	CCOc1c(S(=O)(=O)NC2CC(C)(C)NC(C)(C)C2)ccc(Cl)c1Cl	103	1	101	38	0.6	0.9	-6	-3	-7
27	CC(OC(=O)c1cc(=O)[nH]c2ccccc12)C(=O)c1ccccc1 (configuration not stated)	94	-4	84	24	-3.0	0.7	-3	13	-7
28	Cc1cc(C)c(NC(=O)c2cc(C(=O)O)ccc2C(=O)O)c([N+](=O)[O-])c1	93	-13	94	-3	-1.2	0.4	3	-7	2
29	O=S(=O)(c1ccc(F)cc1)N1CCN(C(=S)NCCc2ccccc2)CC1	88	-8	96	37	2.4	6.1	0	26	-5
30	CCOc1cc(S(=O)(=O)NCC2CCCO2)ccc1F (configuration not stated)	111	4	108	29	0.8	1.8	-3	7	-15
31	COc1ccc(OC)c(NC(=O)CS(=O)(=O)c2cn(CC(=O)N3CCOCC3)c3ccccc23)c1	100	4	101	22	0.4	0.1	1	1	-21
32	Cc1ccc(NC(=O)c2nnn(-c3cc(C)cc(C)c3)c2N)cc1	98	-2	98	6	-0.4	3.6	-4	6	-15
33	O=C(O)c1ccc(-n2nnnc2Oc2cccc3cccnc23)cc1	98	5	102	23	-0.1	1.0	-3	24	6
34	COc1ccccc1C(=O)OCCNC(=O)Cn1cnc2c1c(=O)n(C)c(=O)n2C	104	2	112	-6	0.5	0.7	-6	-5	-4
35	COc1ccc([N+](=O)[O-])cc1NC(=O)c1cn(-c2ccc(C)c(C)c2)c(=O)c2ccccc12	102	-1	107	0	-1.0	-0.4	4	21	-4
36	Cc1ccc(OC(=O)CCc2c(C)nc3ncnn3c2C)cc1	100	0	100	-11	1.1	-0.2	-5	.	-10
37	CCNC(=O)NC(=O)C(C)Sc1nc2ccccc2c(=O)n1-c1cccnc1 (configuration not stated)	102	1	102	-26	0.2	0.1	-9	19	-2
38	Cc1cc(OC(=O)c2ccccc2)c([N+](=O)[O-])c(=O)[nH]1	90	-10	97	3	.	.	-8	7	1
39	Cc1cc(C2=NNC(=NC3CC3)SC2)c(C)n1-c1ccccc1F	102	-1	94	15	0.7	1.8	-1	14	-9
40	CC(=O)Nc1ccc(S(=O)(=O)N(Cc2cccnc2)Cc2cc3ccccc3[nH]c2=O)cc1	106	8	105	45	3.4	5.1	5	6	-7

Part of the list above, showing only MEKK2 WT-MEK5 and OXTR agonist:
no.	molecule	MEKK2 WT-MEK5	OXTR agonist
21	COCC(=O)NC1CC2CCC(C1)N2C(=S)Nc1ccccc1C(=O)OC (configuration not stated)	99	-1.8
31	COc1ccc(OC)c(NC(=O)CS(=O)(=O)c2cn(CC(=O)N3CCOCC3)c3ccccc23)c1	100	0.4

The results go on.
item	structure	MEKK2 WT-MEK5	MEKK2mut PB1 HTS	MEKK3 PB1 HTS	PHOSPHO1 inh	OXTR agonist	V1aR counter	GalR3 antagonist	NALP1 inh	GPR7 antag
41	O=C1c2ccccc2C(=O)N1CCCCSc1nnc2ccccn12	100	-2	96	-5	-0.6	0.7	-1	14	-7
42	Cc1ccc(CN2C(=O)c3ccccc3NC2c2ccccn2)cc1 (configuration not stated)	90	-8	100	60	-1.4	-0.6	-6	-10	-2
43	COc1ccc(C(=O)O/N=C(\C)c2ccccc2)cc1	99	1	99	-6	-1.4	0.0	-4	.	12
44	CC(C)(C)NS(=O)(=O)c1ccc(CCC(=O)NCc2ccccn2)cc1	114	14	107	.	-0.4	0.0	-6	.	-9
45	Cc1ccc(NC(=S)N(CCCN2CCOCC2)Cc2cccnc2)cc1C	100	0	101	-3	-0.5	1.0	-4	2	-14
46	CCCCCCCCC1=NCCc2c1[nH]c1ccccc21	159*	54*	99	-7	0.5	2.2	-10	-47	9
47	Cc1cccc(S(=O)(=O)N2CCN(Cc3ccc4c(c3)OCO4)CC2)c1	94	2	99	16	-1.2	-0.1	-8	2	-1
48	COc1ccc(N2CCN(C(=O)c3cccnc3SCc3cccc(Br)c3)CC2)cc1	101	-6	102	-16	-0.1	-0.2	-4	-2	3
49	O=C(CC1(O)C(=O)Nc2ccccc21)c1ccc2c(c1)OCO2 (configuration not stated)	94	-2	99	-7	1.0	-0.1	1	6	1
50	CC1CCc2sc(C(=O)OCC(=O)NC(C)C)cc2C1 (configuration not stated)	89	-9	96	2	-0.1	0.0	-1	6	-5
51	COc1ccc(CCNC(=O)CSCc2c(F)cccc2Cl)cc1OC	110	5	104	16	-1.1	0.1	8	13	-3
52	N#Cc1c(SCC(N)=O)nsc1SCc1ccc(Cl)cc1	93	-6	94	-7	5.3	4.6	-4	19	6
53	Cc1ccc(S(=O)(=O)Nc2ccc(C(=O)Nc3cc(C)on3)cc2)cc1	101	0	99	-5	1.6	1.2	-7	14	-5
54	CCOC(=O)C1(CCCc2ccccc2)CCN(S(=O)(=O)N(C)C)CC1	102	3	101	24	-2.6	3.5	-2	-6	1
55	COc1ccc(CCNC(=O)c2cc(S(=O)(=O)N3CCOCC3)cn2C)cc1OC	103	3	101	-4	-0.4	1.0	.	22	-15
56	Cc1cccc(OCCC(=O)Nc2nnc(C)s2)c1	102	-2	106	33	-1.0	0.1	-6	8	1
57	CCN(CC)C(=O)c1ccc(Nc2nnc(C)c3ccccc23)cc1	101	2	90	10	-0.2	-0.1	-6	7	-10
58	COc1ccc2c(c1)[nH]c1c(Cl)ncnc12	101	1	100	-14	0.8	-0.2	-6	19	1
59	CC(C)(C)C(=O)N1CCN(c2nc3ccccc3s2)CC1	102	2	101	38	2.0	3.0	-6	11	-2
60	Cc1ccc(-c2cc(-c3cccs3)[nH]n2)c(O)c1	101	1	104	0	1.6	1.1	-4	2	4
61	O=C(Cn1nnc2ccccc2c1=O)Nc1ccc(S(=O)(=O)N2CCOCC2)cc1	88	-8	94	32	0.6	1.1	-3	-22	9
